Compound activity (PubChem BioAssay)
Tb PYK inh = blocks Trypanosoma brucei pyruvate kinase | Q57TT1 | TbPYK enzyme, Kinase-Glo Plus ATP luminescence, 45 min | 410,000 tested, 0.12% active | AID 624173 | Potency, µM (titrated, usually from 76.8 µM), for inactives: top-dose activity, negative = inhibition, usual class: inhibitors; active = well fitted inhibition curve with a large enough effect; note: nearly all actives have a fitted effect of over 50% in size
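Quantitative HTS: titrated library compounds versus trypanosomal pyruvate kinase in TEA buffer (pH 7.2) containing KCl, MgCl2, BSA and Tween-20. Reactions were initiated with ADP, 130 uM final. Kinase-Glo Plus luminescence was read after 45 min at RT.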
Starred values were filed as active, the others as inactive; [ ] = remark or other dose. % is set by controls: 0 for no effect and ±100 for the full control effect; potency is the fitted concentration of half-maximal effect. These rows are one share of the data (hit frequency here may not be typical).

SMILES | Tb PYK inh
Cc1cc(N2CCN(C)CC2)nc2ccc(NC(=O)Nc3ccccc3)cc12 | -8%
COc1cc(NC(=O)c2cc(C)nc3c2c(C)nn3-c2ccccc2Cl)cc(OC)c1 | -1%
O=C(COc1ccc(Cl)cc1)NCC(c1ccco1)S(=O)(=O)c1ccc(F)cc1 (stereo unspecified) | 2%
COCCn1c(SCC(=O)N2CCCC2=O)nnc1-c1ccncc1 | -17%
CCn1nc(-c2ccccc2)c(-c2ccccc2)c(C(=O)Nc2nc(C)c(C(=O)N(C)C)s2)c1=O | 3%
CC1(C(=O)NS(=O)(=O)c2cccc(Cl)c2)CCN1C(=O)C1(c2ccc(Cl)cc2)CC1 (stereo unspecified) | 3%
COc1ccc(-c2noc(-c3ccc(NC4CCCC4)c([N+](=O)[O-])c3)n2)cc1OC | 0%
CCOC(=O)c1ccc(NC(=O)C2=C(C)Nc3nc(SCc4ccc(Cl)cc4)nn3C2c2ccc(C)cc2)cc1 (stereo unspecified) | 3%
CCCCN1CC(N2CCN(CCO)CC2)CS1(=O)=O (stereo unspecified) | -7%
Cc1ccc2ncc3c(-c4ccc(F)cc4)nn(-c4cccc(F)c4)c3c2c1 | -2%
N#Cc1ccc(CN2C(=O)c3ccccc3Sc3ccc(C(=O)OCc4ccco4)cc32)cc1 | -10%
C[C@H]1NS(=O)(=O)c2cc(Cl)ccc2O[C@@H]1c1ccccc1 | -8%
CC(=O)NC(c1ccccc1)c1nc(-c2cccc(CO)c2)cs1 (stereo unspecified) | 0%
CCOc1ccc(-c2nnc(SCC(=O)Nc3ccc(C)cc3Cl)o2)cc1 | 0%
CCCN(C)C[C@H]1Oc2ncc(Br)cc2C(=O)N([C@@H](C)CO)C[C@@H]1C | 18%
COc1ccc(-c2noc(-c3ccc(N4CCN(c5ccccc5)CC4)c([N+](=O)[O-])c3)n2)cc1OC | -7%
Cn1cnc(S(=O)(=O)N2CCC(C(=O)Nc3ccc(C#N)cc3)CC2)c1 | 4%
Cc1cccc2c(=O)cc(CSc3ccccc3NC(=O)c3cccc(Cl)c3)[nH]c12 | -7%
COc1ccc(C(=O)N2CCC(C)(C(=O)O)C2)cc1OC (stereo unspecified) | -4%
O=C(NCC(c1ccco1)S(=O)(=O)c1cccs1)c1ccc(C(F)(F)F)cc1 (stereo unspecified) | 8%
Cc1ccccc1CSCCNC(=O)CN(c1ccccc1)S(=O)(=O)N(C)C | -5%
Cn1ncc2c(NCc3ccccc3Cl)nc(NCCO)nc21 | -10%
CNc1ncnc2c1ncn2[C@H]1CN(Cc2cccnc2)C[C@@H](CO)O1 | 0%
COc1ccc(C)cc1NC(=O)Cn1c(=O)n(Cc2nc(C)no2)c(=O)c2ccccc21 | 1%
COc1cc(C2CC(=O)Nc3cc4c(cc32)OCO4)cc(OC)c1O (stereo unspecified) | -8%
O=C(OCc1ccccc1)N1CCC2CC1c1cc(N3Cc4ccccc4-n4nncc4C3)ccc12 (stereo unspecified) | -3%
Clc1ccc(-c2noc3ncnc(NCCCN4CCN(c5ccccc5)CC4)c23)cc1 | 7%
COc1cccc(CNC(=O)c2c3c(nc4ccccc24)C(=O)N(C2CCCCC2)C3)c1 | -1%
CN1CCN(c2nc3cc(N4CCOCC4)ccc3s2)CC1 | -2%
Cc1cc(C)cc(CC(=O)N2CCC2(C)C(=O)NS(=O)(=O)c2ccccc2Cl)c1 (stereo unspecified) | 6%

Looked up above.
CN1CCN(c2nc3cc(N4CCOCC4)ccc3s2)CC1 @ Tb PYK inh: -2%
Cc1cc(C)cc(CC(=O)N2CCC2(C)C(=O)NS(=O)(=O)c2ccccc2Cl)c1 (stereo unspecified) @ Tb PYK inh: 6%
COc1ccc(C)cc1NC(=O)Cn1c(=O)n(Cc2nc(C)no2)c(=O)c2ccccc21 @ Tb PYK inh: 1%
Cc1ccccc1CSCCNC(=O)CN(c1ccccc1)S(=O)(=O)N(C)C @ Tb PYK inh: -5%
O=C(OCc1ccccc1)N1CCC2CC1c1cc(N3Cc4ccccc4-n4nncc4C3)ccc12 (stereo unspecified) @ Tb PYK inh: -3%
COc1cccc(CNC(=O)c2c3c(nc4ccccc24)C(=O)N(C2CCCCC2)C3)c1 @ Tb PYK inh: -1%
CNc1ncnc2c1ncn2[C@H]1CN(Cc2cccnc2)C[C@@H](CO)O1 @ Tb PYK inh: 0%

(continued)
SMILES | Tb PYK inh
Cn1nc(C(=O)N2CCN(c3ccccc3)CC2)c2c1-c1ccccc1SC2 | -2%
CCOc1ccc(CCNC(=O)CCCn2nc(C)c3sc4ccccc4c3c2=O)cc1OCC | 2%
CCc1ccccc1NC(=O)C(C)n1c(=O)cc(C)c2c(C)nn(-c3ccccc3)c21 (stereo unspecified) | -7%
Cc1cc(Nc2cccc(C(F)(F)F)c2)nc2ccc(NC(=O)c3cccc(Cl)c3)cc12 | 3%
CCOC(=O)c1ccc(-n2c(CCC(=O)O)ccc2-c2ccc(Br)cc2)cc1 | 3%
CCOC(=O)c1ccc(Nc2nc3ccccc3nc2NS(=O)(=O)c2ccc(Cl)cc2)cc1 | 0%
NC(CCc1ccccc1)c1csc(Nc2cnccn2)n1 (stereo unspecified) | 3%
CCn1cc(CN2CCC(C(=O)Nc3ccc(Oc4ccccc4F)cc3)CC2)cn1 | 4%
O=C(Nc1nc(-c2ccc(Br)cc2)ns1)c1ccc(F)cc1 | -3%
O=C(CC1N=C2c3ccccc3N=C(SCc3ccccc3Cl)N2C1=O)NCc1cccs1 (stereo unspecified) | -2%
COc1ccc(CCNC(=O)CSc2nc3ccsc3c(=O)n2Cc2ccccn2)cc1OC | 5%
COc1ccc(C(=O)CN2CCN(S(=O)(=O)c3ccc(F)cc3)CC2)cc1 | -5%[15.4 µM]
C=C[C@]1(C)C=C2C(=O)[C@@]3(O)OC(=O)[C@@]4(CCCC(C)(C)[C@H]34)[C@@]2(O)CC1 | -8%
COc1cc(Cl)c(C)cc1Nc1nc2ccccc2c2nnc(C)n12 | 10%[15.4 µM]
Cc1c(NC(=O)c2ccc(Cl)cc2)cc(C(C)C)c(O)c1S(=O)(=O)c1ccc(Cl)cc1 | -7%
COc1ccc([N+](=O)[O-])cc1N(CC(O)CN1C(=O)NC(C)(C)C1=O)S(=O)(=O)c1ccc(C)cc1 (stereo unspecified) | 0%
CC1NS(=O)(=O)c2cc([N+](=O)[O-])ccc21 (stereo unspecified) | -4%
COc1ccc(NC(=O)c2cc3c(=O)n(Cc4ccco4)ccc3nc2C)cc1 | -7%
CCCCN1CCc2nc(Nc3ccc(OC)cc3OC)ncc2C1 | 0%
Cc1ccc(CNC(=O)CCc2c(C)c3ccc(O)c(C)c3oc2=O)cc1 | -1%
CC(C)C(=O)N1c2nc(C(C)C)nn2C2(CCCCC2)[C@@H]2CCCC[C@@H]21 | 2%
CCOc1ccc(NC(=O)c2cnn3c2NC(c2ccccc2)=CC3c2cccc(OC)c2OC)cc1 (stereo unspecified) | -28%
COCCNC(=O)c1cc2c(c(-c3cccc(C#Cc4ccc(OC)c(OC)c4)c3)n1)[C@@H](CCO)N(S(=O)C(C)(C)C)C2 (stereo partly specified) | -5%
COc1ccc(NC(=O)c2cc(-c3cc(F)ccc3OC)n[nH]2)cc1OC | 4%
Cc1[nH]c2ccccc2c1C1(O)C(=O)N(Cc2ccccc2Cl)c2ccccc21 (stereo unspecified) | -4%
CCCCN1C(=O)C(CC(=O)NC2CCCCC2)CC(C(=O)N2CCOCC2)=C1C (stereo unspecified) | 0%
COc1ccc(-c2nc(Cn3c(SCc4cccc(Cl)c4)nc4ccncc43)c(C)o2)cc1 | -3%
CCS(=O)(=O)N1CCC2(CC1)OC(=O)C(C)=C2C(=O)NCc1ccccc1C | 2%
CCC(C)C1OC2(C=CC1C)CC1CC(C/C=C(/C)C(OC3CC(OC)C(OC4CC(OC)C(NC(C)=O)C(C)O4)C(C)O3)C(C)/C=C\C=C3\COC4C(O)C(C)=CC(C(=O)O1)C34O)O2 (stereo unspecified) | -1%
O=C(CSc1nc2c([nH]c3ccccc32)c(=O)n1-c1ccccc1)N1CCCCC1 | 0%
C=CCOc1cccn2c(N(C)C(=O)c3ccc(OC)cc3)c(CC)nc12 | -1%
Cc1cccc(NC(=O)CSc2nc(-c3ccccc3)cn2-c2ccccc2)c1C | -5%
CC1Cc2cc(S(=O)(=O)N(C)c3ccc(Br)cc3)ccc2N1C(=O)C1CC1 (stereo unspecified) | -1%
O=C(O)c1ccccc1-c1ccccc1C(=O)Nc1ccc2c(c1)oc(=O)c1ccccc12 | 2%
COCCn1c(CNC(=O)c2cc([N+](=O)[O-])ccc2Cl)nc2cccnc21 | 2%
CC(C)C(=O)N1CCC1(C)C(=O)Nc1ccccc1OC(F)F (stereo unspecified) | 2%
Cc1ccc(-c2nnc(SCc3cccc(C#N)c3)o2)cc1 | 5%
O=C(Nc1ccc(F)c(Cl)c1)N1CCC2(CC1)Oc1ccccc1C(=O)N2Cc1ccccc1F | -10%
C[N+](C)(C)CCNC(=O)c1ccccc1 | -2%
CC1=C(C(=O)Nc2ccc(C)cc2Cl)C2(CCCCC2)OC1=O | 4%
Cc1ccc(NC(=O)Cn2cc(S(=O)(=O)N3CCN(c4ccccc4F)CC3)c3ccccc3c2=O)cc1F | -3%
COc1ccc(C(C)=O)cc1Cn1c(C)c(C(=O)NCc2ccc(C(C)C)cc2)sc1=O | 1%
COc1cccc(-c2noc(COc3ccccc3Cl)n2)c1 | -4%
Cc1nc(-[n+]2nc(-c3ccncc3)nn2-c2ccccc2)sc1C | -4%
CN(C)c1ccc(CNC(=O)CCn2cccn2)cc1 | -17%
Cc1ccc(N(CC(=O)NCC(C)c2ccccc2)S(=O)(=O)N(C)C)cc1 (stereo unspecified) | -6%
Cc1noc(C)c1NC(=O)N(C)C[C@H]1OCc2cnnn2CCCC(=O)N([C@H](C)CO)C[C@@H]1C | 13%
CCCCn1nnnc1C(c1ccccc1)N1CCN(c2ccccc2OC)CC1 (stereo unspecified) | 3%
CCCn1c2ccccc2c2cnn(CC(=O)N(Cc3ccccc3)C(C)C)c(=O)c21 | 1%
Cc1nn2c(=O)cc(COC(=O)c3ccc(NC(=O)c4cccc(Br)c4)cc3)nc2s1 | -2%

Gathered by group: those above containing a cyano group (three)
SMILES | Tb PYK inh
N#Cc1ccc(CN2C(=O)c3ccccc3Sc3ccc(C(=O)OCc4ccco4)cc32)cc1 | -10%
Cn1cnc(S(=O)(=O)N2CCC(C(=O)Nc3ccc(C#N)cc3)CC2)c1 | 4%
Cc1ccc(-c2nnc(SCc3cccc(C#N)c3)o2)cc1 | 5%

The results go on:
SMILES | Tb PYK inh
CCOC(=O)C1=CCN(S(=O)(=O)c2ccc(C)cc2)C1c1cccc(Cl)c1 (stereo unspecified) | 8%
O=c1nc(Oc2ccccc2)nc2ncccn12 | -2%
COc1cc(C(=O)OCC(=O)Nc2ccccc2)cc2c1OCCO2 | -4%
CCCCCCN1C[C@@H](n2cc(C3CC3)nn2)[C@H](O)C[C@@H]1c1ccc(C)cc1 | -8%
CCCCN(C)CCNC(=O)C1CCCN(S(=O)(=O)c2ccc3c(c2)oc(=O)n3C)C1 (stereo unspecified) | 2%
Cc1ccc(CC(=O)Nc2cccc(C(=O)Nc3c(C)n(C)n(-c4ccccc4)c3=O)c2)cc1C | 6%
O=C(CC1C(=O)N(c2ccc(F)cc2)C(=O)N1Cc1ccc2c(c1)OCO2)Nc1ccc(F)cc1 (stereo unspecified) | 1%
O=C(Nc1ccc(Cl)cc1)N1CCN(c2ccc3nnc(-c4ccccc4)n3n2)CC1 | 8%
COC(=O)[C@@]1(Cc2ccc(F)cc2)[C@H]2c3cc(C(=O)N(C)C)n(CCc4c[nH]c5ccc(OC)cc45)c3C[C@H]2CN1C(=O)c1ccccc1 | 7%
N#Cc1ccc(CN2CCCC3(CCN(C(=O)Oc4ccccc4)CC3)C2)cc1 | 4%

Quoted at random: 2 entries already listed, in no set order.
SMILES | Tb PYK inh
O=C(CC1C(=O)N(c2ccc(F)cc2)C(=O)N1Cc1ccc2c(c1)OCO2)Nc1ccc(F)cc1 (stereo unspecified) | 1%
O=C(Nc1ccc(Cl)cc1)N1CCN(c2ccc3nnc(-c4ccccc4)n3n2)CC1 | 8%

The main list resumes; the 4 compounds before the break are reprinted first.
SMILES | Tb PYK inh
O=C(CC1C(=O)N(c2ccc(F)cc2)C(=O)N1Cc1ccc2c(c1)OCO2)Nc1ccc(F)cc1 (stereo unspecified) | 1%
O=C(Nc1ccc(Cl)cc1)N1CCN(c2ccc3nnc(-c4ccccc4)n3n2)CC1 | 8%
COC(=O)[C@@]1(Cc2ccc(F)cc2)[C@H]2c3cc(C(=O)N(C)C)n(CCc4c[nH]c5ccc(OC)cc45)c3C[C@H]2CN1C(=O)c1ccccc1 | 7%
N#Cc1ccc(CN2CCCC3(CCN(C(=O)Oc4ccccc4)CC3)C2)cc1 | 4%
CCCC(=O)N1CCCC1(C)C(=O)NCc1c(F)ccc(C)c1F (stereo unspecified) | 0%
C#CCN(C[C@H]1[C@H](OC(=O)NCc2ccccc2F)[C@H](OC(=O)NCc2ccccc2F)C[C@H]2C(=O)N(c3ccccc3)C(=O)[C@@H]12)S(=O)(=O)c1ccc(C)cc1 | 0%
COc1cc(C(O)c2nc(-c3cccc(C(=O)O)c3)cs2)ccc1F (stereo unspecified) | 3%
O=C(NCCCN1CCN(c2ccc(F)cc2)CC1)Nc1ccccc1Cl | -1%
COc1ccc(C(=O)N2CCC3(CC2)CN(C(=O)Nc2cccc(C#N)c2)C3)cc1 | 0%
Cc1cc(C)c(CN2C(=O)c3ccccc3S(=O)(=O)c3ccc(C(=O)OCC4CCCO4)cc32)c(C)c1 (stereo unspecified) | 3%
CCc1cccc(C)c1NC(=O)C(NS(=O)(=O)c1ccc2c(c1)CCC(=O)N2)c1ccccc1 (stereo unspecified) | 1%
CC(C)NC(=O)C1CC(=O)N(CCc2ccc(F)cc2)C1 (stereo unspecified) | 6%
COc1ccc(NC(=O)N2CC3(CCN(C(=O)c4c(C)noc4C)CC3)C2)cc1 | 0%
O=C(Cn1cc(C(=O)c2ccncc2)c(=O)c2cc(F)ccc21)Nc1ccc(Cl)cc1 | -1%
